PAX8 inh HTS: inhibitors of PAX8-driven TPO luciferase reporter, primary screen, RMG-I cells, single concentration. SteadyGlo, 24 h. inhibition, % at 12.6 µM. actives 1.2% (n = 360,000). AID 652154, 2013;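 active means mean replicate inhibition at least 60% with every replicate also reaching 60%; inconclusive means only one of the two criteria is met; inactive means mean below 60% and not all replicates reaching 60%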;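 further: luciferase light reporting Pax8 driven TPO promoter activity; plate controls were median of neutral control wells for no effect and mitoxantrone controls for full effect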
EWS-Fli inh: EWS/Fli-driven NR0B1 reporter inhibitors, primary screen, A673 cells, NR0B1 luciferase, luminescence, MLPCN library | viability-normalised | inhibition, % at 12.6 µM | actives 0.67% (n = 350,000);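 active means mean inhibition of at least 50% after viability correction, with every replicate also passing that limit; inconclusive means mean reaches 50% but only one of two replicates passes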;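 further: firefly luciferase signal divided by Alamar Blue viability fluorescence both relative to DMSO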
ARNT-TACC3 inh: disruptors of ARNT/TACC3 protein interaction, primary screen, biochemical, AlphaScreen, single concentration. Transforming acidic coiled-coil-containing protein 3 (Homo sapiens), Q9Y6A5. AlphaScreen His-ARNT PAS-B/GST-TACC3 binding, luminescence; TACC3 fragment carries E629A point mutation. inhibition, % at 9.99 µM. actives 0.66% (n = 390,000);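 active means mean inhibition of replicates at least 50% and at least half of replicates each reaching 50%; inconclusive means half or more replicates reach 50% but mean below 50%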;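 further: 0% = complete ARNT plus TACC3 wells and 100% = ARNT alone without TACC3; many hits fall short of the cut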
XiGFP reactiv: activators of inactive X chromosome reactivation, primary screen, imaging, XiGFP fibroblasts, GFP high-content imaging, set 2. activation, % at 7.58 µM. actives 0.055% (n = 360,000). XiGFP mouse fibroblasts, % GFP-positive cells imaging, 3 d; cells co-treated with 5-aza-dC sensitizer; scaled so ellipticine positive control = 100%;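 active means mean normalized replicate activation at least 10% and every replicate at or above 10%; inconclusive means only one of the two criteria met; inactive means mean below 10% and not all replicates reach 10%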;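 further: 0% = median of on-plate neutral control wells and 100% = ellipticine 6 µM median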
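Schedule: 3 d treatment, 15 min room-temperature fixation; system: 68-5-11 XiGFP fibroblast line; buffer or medium: DMEM plus 5-aza-dC sensitizer; control set: ellipticine 6 µM positive control; compound: one concentration, pinned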
INS-1E GSIS act: GLuc luminescence reporter in INS-1E cells, primary screen for activators of glucose-dependent secretion of insulin. activation, % at 16.6 µM. actives 0.61% (n = 370,000). INS-1E GLuc reporter insulin secretion, 2-3 h. AID 743287, 2014;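 active means lowest replicate activation of at least 40%, so every replicate reaches that level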;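 further: 0% = median of neutral control wells and 100% = median of IBMX positive control wells; some compounds called inactive have numbers as strong as hits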
DENV2 CPE: inhibitors of DENV2 cytopathic effect, primary screen, cell-based, plate reader, single concentration; DENV2-infected cells, cytopathic effect rescue; CPE inhibition, % at 9.99 µM; actives 1.7% (n = 350,000); in the data active means CPE inhibition above about 20%, passing the limit was not always enough; inconclusive means no clear call, values can overlap the other calls; tested in BHK-21 cells;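 further: 0% = median of neutral control wells and 100% = median of positive control wells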
ERp5 block: inhibitors of ERp5-driven insulin aggregation, primary screen, biochemical, turbidity, absorbance 650 nm, single point. inhibition, % at 9.99 µM. AID 651711, 2012. actives 0.05% (n = 350,000). 90 min;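 active means mean replicate inhibition above about 25%, with every replicate also reaching it, limit read from the data, passing the limit was not always enough; inconclusive means only one of those two criteria met; inactive means neither criterion met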
Target sequence (Q15084 whole entry, looked up): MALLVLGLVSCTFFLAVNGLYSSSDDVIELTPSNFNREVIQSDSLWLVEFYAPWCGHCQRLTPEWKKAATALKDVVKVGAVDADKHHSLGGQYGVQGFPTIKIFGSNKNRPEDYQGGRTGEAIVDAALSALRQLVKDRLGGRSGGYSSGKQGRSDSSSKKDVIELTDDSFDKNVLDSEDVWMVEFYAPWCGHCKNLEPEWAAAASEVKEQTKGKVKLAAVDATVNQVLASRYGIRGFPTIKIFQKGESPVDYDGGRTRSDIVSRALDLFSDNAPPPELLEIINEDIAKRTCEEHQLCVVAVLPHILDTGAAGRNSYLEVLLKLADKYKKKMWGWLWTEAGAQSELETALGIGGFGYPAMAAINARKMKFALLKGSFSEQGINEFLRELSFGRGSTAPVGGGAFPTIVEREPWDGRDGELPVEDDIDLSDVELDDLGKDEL
CFTR F508del cor: F508del CFTR correction, initial screen, CFBE line, single point | CFBE cells, YFP halide quenching; stimulated with forskolin plus potentiator P3; % fluorescence drop versus neutral controls | activity (quench increase), % at 7.58 µM | actives 0.36% (n = 350,000) | AID 720511, 2013;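 active means mean added fluorescence quench of at least 8% versus neutral control, with both replicates also reaching 8%; inconclusive means only one of the mean or replicate conditions met; inactive means mean below 8% and not both replicates reaching 8%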;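 further: cells transiently co-express mutant CFTR-F508del with the halide-sensitive YFP; corrector assay measuring rescue of mutant channel to the surface after 24 h compound exposure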
Starred values were filed as active, the others as inactive; u = inconclusive; x = no result given.

molecule	XiGFP reactiv	INS-1E GSIS act	DENV2 CPE	ERp5 block	EWS-Fli inh	CFTR F508del cor	ARNT-TACC3 inh	PAX8 inh HTS
O=C1CSC(c2cccc([N+](=O)[O-])c2)N1CCN1CCCCC1 (stereo not drawn)	0.5	-0.9	-3.0	1.0	8.0	1.8	3.8	-1.4
O=C(c1ccco1)N1CCN(CCOc2ccccc2)CC1	0.2	16.5	-0.9	-6.5	-6.3	0.2	-6.9	-9.6
Cc1cccc(N2CCN(C(=O)c3ccoc3C)CC2)c1C	-0.6	x	-2.9	-2.0	0.1	x	-19.3	18.8
COCCCNC(=O)CN(CCc1ccccc1)S(=O)(=O)c1ccc(OC)cc1	0.0	3.4	u	0.8	2.6	-0.6	1.4	11.3
O=C(NCCCN1CCOCC1)c1ccc(CSc2ccc(Cl)cc2)cc1	0.0	-16.0	x	-0.5	7.4	1.4	x	-3.1
Nc1n[nH]c(C2CC2)c1N=Nc1ccc(Cl)cc1	1.1	-0.7	-0.2	2.1	-3.7	1.8	x	6.1
CCOC(=O)CNC(=O)CNC(=O)c1nn(-c2ccc(OC)c(Cl)c2)c(=O)c2ccccc12	0.0	-6.5	-1.6	1.2	-0.8	0.2	11.8	-6.7
Cc1cccc(C)c1OCC(=O)NCC1CCCO1 (stereo not drawn)	-0.1	-1.2	7.7	-2.6	-10.1	-2.5	-5.3	2.6
Cc1ccc(CNC(=O)c2ccc(NC(=O)C3=CSCCO3)cc2)cc1	0.0	9.3	3.7	3.4	-30.4	0.5	1.5	-25.9
CCCCCCCCN1C(=O)[C@H](CC(=O)NCc2cccs2)C[C@@]2(C(=O)OC)CC(C)(C)CC=C12	0.0	-6.5	4.1	-5.2	-0.3	1.3	x	10.2
CCn1c(SCC(=O)Nc2ccccc2)nnc1-c1cccs1	0.1	-21.4	1.8	3.6	-8.2	1.9	24.1	2.6
COc1ccnc(CN(C)C(=O)C2CCC(=O)N(Cc3cccc(C(F)(F)F)c3)C2)c1 (stereo not drawn)	-0.1	-5.7	-0.3	7.9	-3.6	-0.1	x	-9.8
Cc1ccc(-c2ccc3c(c2)O[C@H](CN(C)Cc2cncnc2)[C@H](C)CN([C@@H](C)CO)S3(=O)=O)cc1	-0.4	4.2	x	x	1.1	3.8	x	-26.9
CN(C(=O)c1cc(S(=O)(=O)N2CCc3ccccc32)cn1C)C1CCCCC1	0.1	x	0.0	9.6	1.4	2.5	-11.9	23.8
COc1ccc2c3c([nH]c2c1)[C@H](CO)N(C(=O)Nc1ccc(F)cc1)CC31CN(Cc2cc(F)ccc2F)C1	0.1	-16.6	-3.0	-4.7	8.3	2.2	x	x
O=C(COC(=O)CN1C(=O)C2CC=CCC2C1=O)Nc1cccc([N+](=O)[O-])c1 (stereo not drawn)	-0.2	-14.8	x	0.4	-1.6	0.0	x	-2.6
CC(C)NC(=O)Nc1cccc2c1O[C@@H](CN(C)S(C)(=O)=O)[C@@H](C)CN([C@H](C)CO)C2=O	0.0	7.8	5.2	3.9	-8.1	0.4	-14.1	-10.8
COc1ccc(S(=O)(=O)Cc2ccc(C(=O)NC3CCCC3)o2)cc1	0.4	16.6	9.6	-6.7	2.8	-4.0	0.5	6.4
N#CCCn1nc(-c2ccc(Br)cc2)cc1Nc1ccccc1NC(=O)C(F)(F)F	0.0	-14.7	2.1	0.4	4.8	0.1	-0.8	3.6
COc1ccc(S(=O)(=O)CC(=O)Nc2nnc(C(F)(F)F)s2)cc1	-0.2	-6.9	u	8.2	11.8	1.5	-6.7	-43.5
O=C(Nc1nc2ccc(S(=O)(=O)N3CCOCC3)cc2s1)c1cccs1	0.0	-2.7	3.6	1.4	-8.4	2.6	-8.9	-25.6
COc1ccccc1CN1C[C@H](C)[C@H](OC)CN(C)C(=O)c2cc(NC(C)=O)ccc2OC[C@@H]1C	0.1	-0.6	1.2	-3.6	-8.4	-1.5	-3.6	-9.8
Cc1ccc(-n2c(Cn3nc(C(F)F)cc3C(F)F)n[nH]c2=S)cc1	x	0.8	4.9	5.8	22.5	4.0	-0.9	x
O=C(CCN1C(=O)COc2ccccc21)NCCN1CCN(c2ccccc2F)CC1	x	7.0	x	-4.3	6.9	-0.7	-2.8	x
COc1ccc(C(NC(=O)C2CCN(CCOc3ccc(Cl)cc3Cl)CC2)c2cccs2)cc1 (stereo not drawn)	-0.2	x	-3.3	-1.2	5.0	-1.0	x	17.6
N/C(=N\OC(=O)COc1ccccc1)c1ccccn1	0.4	-11.7	-5.3	5.7	-48.5	x	1.5	-137.8
COc1cccc(C(=O)Nc2ccc3c(c2)OC[C@@H](C)N(C(C)=O)C[C@H](C)[C@H](OC)CN(C)C3=O)c1	0.1	-4.7	-8.2	-2.3	-5.9	-2.6	-2.4	3.9
COc1cc(C2(c3ccc(O)c(OC)c3)C(=O)Nc3c(Br)cc(Br)cc32)ccc1O	0.4	1.3	-5.4	2.7	7.2	1.2	3.4	1.5
CN(C)CC#Cc1ccc([C@@H]2[C@H](CO)N3CCCCN(C(=O)Nc4ccc(F)cc4)C[C@@H]23)cc1	-0.1	3.2	x	x	-2.9	-0.8	12.4	92.8*
CC(C)CCN1CCN(Cc2cccs2)CC1CCO (stereo not drawn)	-0.1	x	u	1.4	1.3	4.0	3.0	5.9
Cc1cccc(/C=N/NC(=O)c2cc(-c3cccnc3)nc3ccccc23)c1	0.2	-6.4	-4.3	-0.3	-2.0	1.0	-4.4	-3.6
C/C=C/c1ccc([C@@H]2[C@@H](CO)N3CCCCN(S(=O)(=O)c4ccc(F)cc4)C[C@@H]23)cc1	0.1	2.0	u	0.4	0.4	-6.3	1.2	-5.4
CC(OC(=O)c1cc2c(ccc3ccccc32)oc1=O)c1nc2ccccc2s1 (stereo not drawn)	0.1	-20.4	5.3	1.8	34.3	x	3.2	14.5
CCCCNC(=O)c1ccc2nc(CC)c(N(C)Cc3cccs3)n2c1	0.2	-14.4	-3.6	1.4	-11.7	-0.9	x	8.7
O=C(C(Cl)Cl)N1CCN(c2ccccn2)CC1	0.0	17.0	x	x	x	x	0.3	3.7
COc1ccc(C(=O)Nc2c(Cl)cc(Cl)cc2C(=O)N2CCC(C)CC2)cc1	0.0	-13.9	x	x	x	x	-5.9	5.1
O=C(CC1CC1)N1[C@H](CO)[C@@H]2c3ccccc3N(S(=O)(=O)c3ccc(F)cc3)C[C@@H]21	0.1	9.8	-3.8	1.6	7.0	0.1	-6.1	10.9
COc1ccc(S(=O)(=O)N(C)C[C@H]2Oc3cc(-c4ccccc4OC)ccc3S(=O)(=O)N([C@H](C)CO)C[C@@H]2C)cc1	0.1	7.4	13.3	-0.5	3.4	-1.9	20.7	14.6
COc1cccc(-n2c(=O)c3c(C)c(C(=O)N(C)C)sc3n(CC(=O)NCC3CCCO3)c2=O)c1 (stereo not drawn)	0.0	-5.1	-3.5	-1.8	-13.8	-2.8	-8.0	19.5
CN1c2ccc(-c3ccccc3F)cc2[C@H]2[C@H](CCN2C(=O)CN2CCOCC2)[C@@H]1CO	0.1	0.4	-5.1	-4.0	-44.8	-0.9	1.9	-84.7
CC(C)OC(=O)c1ccc(NC(=O)c2cncc(Br)c2)cc1	0.1	8.9	x	-1.1	-3.8	1.3	1.1	-7.6
Nc1[nH]nc2ncc3cc4ccccc4nc3c12	-0.2	13.1	5.3	1.2	-31.9	11.7*	7.9	-38.7
CCOC(=O)c1ccc(-c2csc(NC(=O)CN3CCC(C)CC3)n2)cc1	0.0	23.8	-0.6	2.6	-5.2	-1.0	-2.2	-45.2
COc1ccc(OC)c(NC(=S)N(CCc2c(C)[nH]c3ccc(C)cc23)Cc2cccs2)c1	0.3	x	-8.8	-2.6	7.3	2.1	0.1	30.3
O=c1[nH]cnc2c1ncn2[C@@H]1O[C@H](COS(=O)(=O)O)[C@@H](O)[C@H]1O	0.0	8.6	8.6	0.9	-6.8	0.8	12.2	-16.8
Nc1ccccc1C=C1Cc2ccccc2C1=O	1.3	-0.9	1.0	1.4	-8.1	-0.2	x	-156.0
O=C(CCSCCc1ccccn1)Nc1nccs1	0.0	x	-7.0	-1.4	2.1	4.6	-1.6	-3.4
C/C(=N\NC(=O)c1cccnc1)c1ccc(OC2OCCOC2Oc2ccc(/C(C)=N/NC(=O)c3cccnc3)cc2)cc1 (stereo not drawn)	0.9	-16.2	-2.4	-4.1	15.6	0.9	7.2	3.6
O=C(NNC(=O)c1cccc2ccccc12)c1ccc(Cl)c(Cl)c1	0.0	-10.9	18.9	-8.2	-17.6	-3.4	1.2	-20.1
COc1cccc(CN2[C@H](CO)[C@@H](c3ccccc3)C23CN(C(=O)C2CC2)C3)c1	0.1	18.0	10.8	3.7	9.7	0.6	x	x
COc1ccc(-c2sc3ccccc3c2C#CCCO)cc1	0.0	11.1	-1.2	-0.1	8.2	1.3	-11.7	11.0
CCc1c(C)nc(SCC(=O)NNC(=O)c2ccco2)[nH]c1=O	0.2	0.9	u	x	x	1.3	1.1	-23.9
CC(C)NC(=O)c1ccc(CN2CCC(Cc3ccccc3)CC2)cc1	0.1	3.2	-2.6	4.0	5.7	1.1	3.7	-19.3
CCOCCCNC(=O)c1cc2c(=O)[nH]c3ccccc3c2s1	-0.1	9.8	6.0	3.2	-17.5	1.7	-1.0	-9.7
CN1C2CCC1/C(=C\c1ccccc1F)C(=O)/C2=C/c1ccccc1F	0.7	-31.1	x	x	x	x	6.7	9.2
